Bioassay records as filed in PubChem.
M4 antag: human M4 muscarinic receptor antagonists, primary screen, CHO cells, Fluo-8 calcium fluorescence. Muscarinic acetylcholine receptor M4 (Homo sapiens), P08173. CHO-hM4 cells, ACh EC80. inhibition, % at 3 µM. 360,000 compounds, 0.73% hits. AID 624125, 2012;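 active = inhibition above its plate's cutoff, the mean inhibition of sample wells plus 3 SD, cut at about 27% in these data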;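 note: 0% = acetylcholine EC80 with DMSO and 100% = DMSO without agonist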
Target sequence (P08173 whole entry, looked up): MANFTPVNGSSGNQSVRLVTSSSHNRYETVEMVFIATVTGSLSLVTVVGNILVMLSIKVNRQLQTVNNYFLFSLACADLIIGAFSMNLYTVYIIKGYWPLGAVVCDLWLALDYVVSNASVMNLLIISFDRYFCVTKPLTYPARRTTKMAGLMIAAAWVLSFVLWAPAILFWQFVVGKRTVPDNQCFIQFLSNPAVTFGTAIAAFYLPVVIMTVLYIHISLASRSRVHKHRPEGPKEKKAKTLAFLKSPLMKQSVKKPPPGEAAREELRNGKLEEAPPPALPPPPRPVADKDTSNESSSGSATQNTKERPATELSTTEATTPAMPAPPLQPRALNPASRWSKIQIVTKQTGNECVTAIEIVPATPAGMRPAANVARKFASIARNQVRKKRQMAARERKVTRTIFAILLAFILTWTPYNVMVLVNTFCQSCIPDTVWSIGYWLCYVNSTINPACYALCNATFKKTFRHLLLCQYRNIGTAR
M5 PAM: human M5 muscarinic receptor positive allosteric modulators, primary screen, CHO-K1 cells, Fluo-8 calcium fluorescence. Muscarinic acetylcholine receptor M5 (Homo sapiens), P08912. CHO-K1 hM5, ACh EC20 PAM; 0% = ACh EC20, 100% = ACh EC100. activation, % at 3 µM. 360,000 compounds, 0.3% hits. AID 624038, 2012;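 active = activation above the run cutoff, the mean activation of all test compounds plus 3 SD, cut at about 18% in these data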
Target sequence (P08912 whole entry, looked up): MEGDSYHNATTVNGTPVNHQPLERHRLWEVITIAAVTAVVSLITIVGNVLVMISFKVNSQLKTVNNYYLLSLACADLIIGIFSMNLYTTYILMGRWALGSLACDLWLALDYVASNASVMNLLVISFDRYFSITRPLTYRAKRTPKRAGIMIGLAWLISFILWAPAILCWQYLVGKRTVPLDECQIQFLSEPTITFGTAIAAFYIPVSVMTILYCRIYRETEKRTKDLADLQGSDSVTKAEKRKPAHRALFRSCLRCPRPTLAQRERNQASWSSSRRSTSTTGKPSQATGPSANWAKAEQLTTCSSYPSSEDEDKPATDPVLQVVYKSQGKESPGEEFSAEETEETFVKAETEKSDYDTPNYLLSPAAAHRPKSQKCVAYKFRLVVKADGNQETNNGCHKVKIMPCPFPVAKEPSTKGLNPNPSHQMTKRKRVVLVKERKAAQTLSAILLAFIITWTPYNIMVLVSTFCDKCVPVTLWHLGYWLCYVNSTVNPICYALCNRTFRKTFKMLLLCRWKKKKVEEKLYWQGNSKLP
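Probe or stimulus: acetylcholine, EC20 level; Assay system: human M5 receptor in CHO-K1 cells; Schedule: compound preincubation 140 s before EC20 acetylcholine addition; Technique: intracellular calcium via Fluo-8 fluorescence; Dosing: single-point, 3 µM nominal; Read-out basis: percent activation from peak-over-basal fluorescence ratio, scaled EC20-to-EC100 acetylcholine; Repeats: one well per compound, no replicates.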
CRFBP-R2 agonist: agonists of CRF-BP/CRF-R2 complex, primary screen, cell-based, HEK293, calcium dye fluorescence, uHTS; CRF-binding protein / CRF receptor 2 complex (human); calcium dye fluorescence (FLIPR); percent of saturating CRF peptide response; activation, % at 13.2 µM; 350,000 compounds, 0.46% hits;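 active = activation of at least 50%, plus an integration ratio under a set limit after plate pattern correction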;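 note: plate controls were neutral control wells without compound for no effect and CRF at EC100 for full effect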
CHRM4 agonist: human M4 muscarinic receptor agonists, primary screen, CHO-K1 cells, Fluo-8 calcium fluorescence. CHO-K1 hM4/Gqi5; vehicle 0%, full acetylcholine response 100%. activation, % at 3 µM. 360,000 compounds, 0.14% hits. AID 624127, 2012;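 active = activation above the run mean over all test wells plus 3 SD, cut at about 32% in these data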;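 note: peak over basal fluorescence ratio per well then scaled between controls; 0% = DMSO wells and 100% = acetylcholine at EC100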
CHRM5 agonist: human M5 muscarinic receptor agonists, primary screen, CHO-K1 cells, Fluo-8 calcium fluorescence. CHO-K1 hM5 cells; 0% DMSO wells, 100% maximal acetylcholine response. activation, % at 3 µM. 360,000 compounds, 0.19% hits;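 active = activation above the run's mean over test compounds plus 3 SD, cut at about 23% in these data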;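 note: signal is peak over basal fluorescence ratio across the kinetic read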
CHRM1 PAM: human M1 muscarinic receptor positive allosteric modulators, primary screen, CHO-K1 cells, Fluo-8 calcium fluorescence, 1536-well; CHO-K1 hM1, ACh EC20; 0% = ACh EC20, 100% = maximal ACh; activation, % at 3 µM; 360,000 compounds, 0.088% hits; in the data active = activation above about 19%, passing the limit was not always enough
M5 antag: human M5 muscarinic receptor antagonists, primary screen, CHO cells, Fluo-8 calcium fluorescence; 360,000 compounds, 0.59% hits; CHO-hM5 cells, ACh EC80; Muscarinic acetylcholine receptor M5 (Homo sapiens), P08912; inhibition, % at 3 µM;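 active = inhibition above a per-plate cutoff, the mean of that plate's test compounds plus 3 SD, cut at about 27% in these data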;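 note: 0% = acetylcholine EC80 with DMSO and 100% = DMSO without agonist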
CRFR2-BP antag: antagonists of CRF-BP/CRF-R2 complex, primary screen, cell-based, HEK293, calcium dye fluorescence, uHTS. CRF-induced calcium fluorescence. inhibition, % at 11.8 µM. 350,000 compounds, 0.59% hits. AID 588475, 2011;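 active = inhibition of the ligand-induced calcium signal above about 50% at the single tested concentration, limit read from the data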
CHRM4 PAM: human M4 muscarinic receptor positive allosteric modulators, primary screen, CHO-K1 cells, Fluo-8 calcium fluorescence; activation, % at 3 µM; 360,000 compounds, 0.4% hits; CHO-K1 hM4/Gqi5, ACh EC20; 0% = ACh EC20, 100% = maximal ACh;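 active = activation above its plate's cutoff, the mean activation of sample wells plus 3 SD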; note: some results filed as inactive read as strong as hits
Starred values were filed as active, the others as inactive; x = not tested or not shown.

cpd	canonical_smiles	M5 PAM	CHRM4 agonist	M4 antag	CHRM1 PAM	CHRM5 agonist	CRFBP-R2 agonist	CRFR2-BP antag	CHRM4 PAM	M5 antag
1	O=C(CCC(=O)c1ccccc1)NC1CCCN(Cc2ccccc2F)C1 (stereo not drawn)	3	0	-2	0	-5	-3.7	0	-3	0
2	COc1ccc(CNC(=O)COC(=O)c2ccc(Br)o2)cc1	4	1	-27	16	0	-4.5	7	9	-3
3	O=C(CCCn1c(SCC(=O)NCC2CCCO2)nc2ccccc2c1=O)NCc1ccccc1 (stereo not drawn)	-3	1	-4	5	1	0.9	32	-1	-4
4	CC1(C)C2CCC1(CS(=O)(=O)Nc1ccc(S(=O)(=O)N3CCCC3)cc1)C(=O)C2 (stereo not drawn)	-4	1	-1	-3	0	2.8	1	-3	2
5	N#CC1=C(N)Nc2nc3ccccc3n2C1c1ccc(Cl)cc1 (stereo not drawn)	-7	5	8	-6	2	0.9	-4	-7	11
6	COc1ccc(N(CC(=O)NCc2ccccc2OC)S(=O)(=O)c2c(C)nn(C)c2C)cc1	-5	2	-4	13	-1	2.5	18	2	5
7	Cc1cc(-c2ccc(C)c(S(=O)(=O)NC(C)Cc3ccco3)c2)on1 (stereo not drawn)	4	2	0	11	-5	-1.1	-13	-8	-4
8	Cc1nc2c(-c3ccc(Cl)cc3)c(C)[nH]n2c(=O)c1Cc1ccccc1	-11	14	2	-11	-4	15	39	-7	13
9	COc1ccc(-c2cc3nc(-c4ccccc4)cc(N4CCC(O)CC4)n3n2)cc1	-10	10	6	-7	1	-1.2	-46	-1	13
10	COc1cc(OC)cc(C(=O)N2CCN(S(=O)(=O)c3ccc4c(c3)OCCO4)CC2)c1	-6	2	-4	13	-2	-1.7	16	4	9
11	Cc1c(N(C)S(=O)(=O)c2cc(C(=O)Nc3ccccn3)ccc2Cl)c(=O)n(-c2ccccc2)n1C	2	1	-4	9	2	0.0	6	-1	-3
12	COc1cccc(Oc2coc3cc(OC(=O)N4CCOCC4)ccc3c2=O)c1	-2	6	-16	6	-1	-0.6	9	3	-2

In the list so far, two have a furan ring, fused or not.
cpd	canonical_smiles	M5 PAM	CHRM4 agonist	M4 antag	CHRM1 PAM	CHRM5 agonist	CRFBP-R2 agonist	CRFR2-BP antag	CHRM4 PAM	M5 antag
2	COc1ccc(CNC(=O)COC(=O)c2ccc(Br)o2)cc1	4	1	-27	16	0	-4.5	7	9	-3
7	Cc1cc(-c2ccc(C)c(S(=O)(=O)NC(C)Cc3ccco3)c2)on1 (stereo not drawn)	4	2	0	11	-5	-1.1	-13	-8	-4

The listing continues.
cpd	canonical_smiles	M5 PAM	CHRM4 agonist	M4 antag	CHRM1 PAM	CHRM5 agonist	CRFBP-R2 agonist	CRFR2-BP antag	CHRM4 PAM	M5 antag
13	CCNc1nc(NC#N)nc(SCC(=O)OCC)n1	-4	0	-3	5	-3	-0.1	-1	-2	1
14	O=C(O)c1ccccc1Oc1ccc(Oc2ccccc2)cc1	2	-1	-4	9	0	0.5	21	1	2
15	CCCNC(=O)C(=O)N/N=C/c1cccs1	-2	-1	3	3	2	-0.7	30	-6	3
16	O=C(NCCN1CCOCC1)C1CCC(=O)N1C1CCCCC1 (stereo not drawn)	-15	1	-6	-9	-7	-0.8	-3	4	7
17	COc1ccc(NS(=O)(=O)c2ccc(N3CCCC3)c(N)c2)cc1	-14	12	14	-27	1	1.2	-5	-16	14
18	COc1ccnc(Oc2ccc3ccccc3c2)c1C#N	-2	1	14	-2	-1	-0.6	-31	-1	3
19	COc1ccc([C@@H]2CC=C(C(=O)O)[C@H](c3ccc(F)cc3)N2S(=O)(=O)c2ccc(C)cc2)cc1OC	-2	0	-4	0	-1	-0.8	2	1	14
20	CCOC(=O)C1C(=O)NC(SC)=C(C#N)C1c1ccccc1F (stereo not drawn)	0	0	5	11	-1	-2.6	7	-3	9
21	COc1cccc(-n2c(SCC(=O)NCC3CCCO3)nc3c([nH]c4ccccc43)c2=O)c1 (stereo not drawn)	-3	8	-8	12	-4	-0.8	-11	5	7
22	CC(C)(C)n1nnnc1C(c1cc2ccccc2o1)N(CCC#N)Cc1ccccc1 (stereo not drawn)	-5	-2	-4	x	0	x	x	-4	7
23	O=C(N/N=C/c1cn(Cc2ccccc2)c2ccccc12)c1ccncc1	-5	5	-12	3	2	2.6	-10	2	5
24	CC1CCCC(NC(=O)CSc2n[nH]c(=O)n2Cc2ccccc2)C1C (stereo not drawn)	-1	1	-2	-2	1	-4.1	0	0	3
25	CC1=C(C(=O)N2CCCCCC2)CC(CC(=O)NC(c2ccccc2)c2ccccc2)C(=O)N1CCC1=CCCCC1 (stereo not drawn)	-13	2	-12	x	-1	x	x	-5	8
26	C[C@H](NC(=O)c1cc2cc(Cl)ccc2n1C)C(=O)N1CCC(C(=O)O)CC1	-6	0	15	0	-2	0.7	22	-2	17
27	O=C(NC1(C(F)(F)F)NC(=O)N(c2ccccc2F)C1=O)c1ccncc1 (stereo not drawn)	6	1	-6	9	-2	-0.8	-21	-4	-5
28	O=C(CNC(=O)c1ccc2c(c1)OCCO2)N=Nc1c(O)[nH]c2ccccc12	-8	1	6	-1	-7	-0.7	-6	-1	16
29	CCOC(=O)c1cc(-c2ccccc2)sc1NC(=O)CSc1nnc(N)s1	4	1	-9	9	3	-2.4	5	-2	-4
30	CNC(=O)c1c(NC(=O)CCS(=O)(=O)c2ccc(F)cc2)sc(C)c1C	7	2	-8	3	2	0.5	7	3	1
31	COc1cccc(N2CCN(C(=O)c3ccccc3SCC(=O)NCc3ccco3)CC2)c1	-1	13	-18	5	4	-1.0	-1	-1	-3
32	O=C1CC(=O)NC(SCC(=O)Nc2ccccc2[N+](=O)[O-])=N1	5	2	-1	12	-2	-1.0	-1	3	3
33	CCc1nc(N)c(C#N)c(-c2cccn2C)c1C	5	0	7	5	-4	-0.1	24	-1	-3
34	O=C(CN1C(=O)C2C3C=CC(C4CC34)C2C1=O)NCc1ccco1 (stereo not drawn)	-3	1	-7	7	-2	9.4	6	10	4
35	O=c1[nH]c(-c2ccccc2)nc(CN2CCCCC2)c1O	0	1	-15	29*	0	-0.8	3	21*	-2
36	O=[N+]([O-])c1cc(S(=O)(=O)N2CCCC2)ccc1O	4	0	2	1	-1	-1.7	1	1	-4
37	O=C(NC1=NCCS1)c1cc(-c2cccs2)nc2ccccc12	-6	16	12	-3	-1	-1.5	-4	-20	9
38	COCCCN(C(=S)Nc1cc(Cl)cc(Cl)c1)C(C)c1ccccn1 (stereo not drawn)	-9	4	-3	-6	1	-2.4	7	-2	20
39	Cc1ccc(C)c(-n2c(SCC(N)=O)nnc2-c2ccccn2)c1	5	1	3	6	-2	0.6	-20	-5	8
40	NS(=O)(=O)c1ccc(NC(=O)COC(=O)c2cn(-c3ccccc3)nc2-c2ccc(F)cc2)cc1	2	1	7	4	0	5.5	-18	1	5
41	O=C(NC(c1ccccc1)c1ccc2ccccc2n1)C1CCN(Cc2ccc(Cl)c(Cl)c2)CC1 (stereo not drawn)	-7	-1	-4	-5	-1	x	x	-2	1
42	COc1ccc(CNC(=O)c2ccc(N(C)S(=O)(=O)c3ccc(C)cc3)cc2)cc1	-7	6	10	4	-4	1.5	17	-8	1
43	CCOc1cc(/C=N/NC(=O)c2cccnc2)ccc1OC(=O)c1ccco1	-3	3	-9	6	-1	0.3	2	9	-6
44	O=C(COc1ccc(Cl)cc1Cl)Nc1nnc(C2=COCCO2)o1	5	2	-5	4	3	-4.9	7	6	-2
45	CC1=CC2=NC(=O)CC(C)(C(=O)N(CC(=O)NC(C)(C)C)Cc3ccccc3)N2C=C1 (stereo not drawn)	-5	2	-4	8	-1	1.6	9	1	-12
46	COc1ccc(N(C(=O)CNC(=O)c2ccco2)C(C(=O)NC2CCCCC2)c2ccncc2)cc1 (stereo not drawn)	-2	1	7	1	-3	1.1	-9	-4	9
47	CN(C)CCCNC(=O)c1cc(C(=O)c2ccc(F)cc2)c[nH]1	2	1	-6	12	-2	2.4	2	10	8
48	COc1cc2c(cc1OC)CN(C(=O)c1ccco1)CC2	15	2	-14	3	1	0.1	-7	-1	0
49	CCc1c(C)[nH]c2ccc(OC)cc2c1=S	1	-1	-7	2	-2	-5.0	-14	2	5
50	Cc1scc(C(=O)O)c1-c1c(C(=O)O)csc1C	1	0	-5	2	-2	-2.5	-2	1	2
51	Cc1ccccc1NC(=O)Cn1c(O)c(N=NC(=O)c2ccccc2O)c2ccccc21	-13	9	5	-1	0	-1.5	18	-12	19
52	Cc1ccc(OCc2nnc(SCc3cc(=O)[nH]c4ccccc34)o2)cc1	-4	1	-6	6	2	0.1	-20	-2	0
53	COc1cccc(/C=C2\Sc3ccc(C(=O)NCC4CCCO4)cc3N(C)C2=O)c1 (stereo not drawn)	-3	17	-6	-2	-2	-0.1	12	-2	0
54	COc1cccc(NC(=O)C(C)SCc2ccccc2)c1 (stereo not drawn)	-6	0	-2	-10	-2	-0.7	8	3	9
55	CC(C)NC(=O)CN1CCC(c2nc3ccccc3[nH]2)CC1	0	-2	-1	10	-3	1.1	8	2	8
56	CCC(c1nnnn1C1CCCC1)N1CCC(C(N)=O)CC1 (stereo not drawn)	2	1	0	9	-2	0.9	-2	2	2
57	O=C(c1cc(COc2c(F)cccc2F)on1)N1CCN(C2CCCCC2)CC1	0	6	3	2	-9	-1.5	-9	-6	-2
58	O=C(Nc1ccc2nc[nH]c2c1)c1ccco1	1	1	4	9	-3	0.3	14	0	2
